FXIa mix inh: inhibitors of human coagulation factor XIa, pooled mixtures | inhibition, % at 5 µM | purified FXIa, fluorogenic substrate | actives 0.19% (n = 62,000);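 note: each value is inhibition by a whole ten-compound pool holding the compound; 0% = enzyme with no mixture and 100% = wells lacking enzyme; strong numbers were not always called active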
FXIIa inh mix: inhibitors of human coagulation factor XIIa, pooled mixtures. P00748. AID 684. inhibition, % at 5 µM. actives 0.2% (n = 62,000). purified FXIIa, fluorogenic substrate;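 note: 0% = enzyme without compound and 100% = no enzyme blank; some results filed as inactive read as strong as hits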
CatG inh: inhibitors of human cathepsin G; actives 0.2% (n = 62,000); inhibition, % at 5 µM (by protocol); purified enzyme, AMC-tetrapeptide fluorescence, pooled mixtures; P08311; AID 581;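 active = inhibition above 20% in each of the two mixture wells holding the compound; inactive = inhibition of 20% or less in either well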;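 note: 0% = enzyme control without mixture and 100% = blank lacking enzyme; strong numbers were not always called active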
C1s block: human complement C1s inhibition; AID 538; purified C1s, fluorogenic AMC substrate, pooled mixtures; actives 0.16% (n = 62,000); P09871; mean inhibition % of two 10-compound mixtures (active compounds read high), % at 5 µM (by protocol);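 active = inhibition above 20% in each of the two 10-compound mixture wells holding the compound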;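 note: 0% = enzyme wells lacking compound mixture and 100% = no-enzyme blank wells; some compounds called inactive have numbers as strong as hits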
DUSP1 inh: human dual specificity phosphatase 1 inhibition. P28562. recombinant MKP-1, OMFP hydrolysis fluorescence. inhibition, %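 (compounds tested at a single concentration somewhere between 10 and 100 µM)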. actives 0.15% (n = 65,000). AID 374;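 active = inhibition above about 50%, limit read from the data; inconclusive = inhibition over screen mean plus 3 SD, below that limit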;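 note: 0% = DMSO max control wells and 100% = wells with enzyme stopped by NaOH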
Target sequence (P28562 whole entry, looked up): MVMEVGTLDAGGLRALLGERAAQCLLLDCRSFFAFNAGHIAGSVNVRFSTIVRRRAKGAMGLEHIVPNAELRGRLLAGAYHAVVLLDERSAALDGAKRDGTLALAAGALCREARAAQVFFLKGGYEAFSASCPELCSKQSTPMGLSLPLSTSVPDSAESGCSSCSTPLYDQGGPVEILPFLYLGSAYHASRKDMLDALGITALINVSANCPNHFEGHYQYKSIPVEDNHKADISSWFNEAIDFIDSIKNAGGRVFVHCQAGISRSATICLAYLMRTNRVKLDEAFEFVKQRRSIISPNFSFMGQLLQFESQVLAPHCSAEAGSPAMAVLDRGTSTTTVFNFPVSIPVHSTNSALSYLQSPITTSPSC
5HT1a ag: agonists of human 5-HT1a serotonin receptor. CHO 5-HT1a Ga15 NFAT-bla reporter, FRET ratio; 0% basal, 100% maximal reference agonist. activation, % at 10 µM. actives 0.56% (n = 65,000). AID 567;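 active = activation above the screen-wide mean activation plus 3 SD, cut at about 19% in these data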;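 note: 0% = DMSO wells and 100% = 5-CT at EC100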
Target sequence (P08908 whole entry, looked up): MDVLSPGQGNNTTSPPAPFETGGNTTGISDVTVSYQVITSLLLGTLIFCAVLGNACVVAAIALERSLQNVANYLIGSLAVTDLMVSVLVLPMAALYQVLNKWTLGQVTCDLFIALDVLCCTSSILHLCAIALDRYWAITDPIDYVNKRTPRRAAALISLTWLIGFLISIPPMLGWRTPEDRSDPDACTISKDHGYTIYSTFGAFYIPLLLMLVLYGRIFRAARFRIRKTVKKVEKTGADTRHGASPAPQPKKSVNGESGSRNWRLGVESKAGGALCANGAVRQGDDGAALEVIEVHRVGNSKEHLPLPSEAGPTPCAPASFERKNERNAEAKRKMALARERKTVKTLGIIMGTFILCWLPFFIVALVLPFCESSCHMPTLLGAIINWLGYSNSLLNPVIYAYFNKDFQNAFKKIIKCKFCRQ
Cdc25B inh: human M-phase inducer phosphatase 2 inhibition; P30305; recombinant Cdc25B, OMFP fluorescence Ex485/Em525; inhibition, %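 (compounds tested at 10 µM final in the well)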; actives 0.1% (n = 65,000); in the data active = inhibition above about 50%
Hsp90 inh: displaces geldanamycin probe from tumor Hsp90; AID 429; inhibition, % at 30 µM; actives 0.35% (n = 64,000); P07900; NCI-N417 lysate Hsp90, Cy3B-geldanamycin FP displacement;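 active = inhibition above 50%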;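 note: 0% = tracer plus lysate wells and 100% = tracer alone without lysate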
CatL inh: blocks human cathepsin L protease activity; AID 460; actives 0.17% (n = 58,000); purified cathepsin L, fluorogenic substrate, fluorescence; P07711; inhibition, %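 (tested at 10 µM)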; in the data active = inhibition above about 45%;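 note: 0% = enzyme with no compound and 100% = no enzyme blank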
Target sequence (P07711 114-288 limits assumed): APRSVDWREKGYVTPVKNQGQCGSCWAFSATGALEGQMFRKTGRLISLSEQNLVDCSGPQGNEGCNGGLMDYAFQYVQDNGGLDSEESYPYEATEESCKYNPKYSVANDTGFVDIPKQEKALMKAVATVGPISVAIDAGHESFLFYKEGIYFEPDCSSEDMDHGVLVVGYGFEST
Target sequence (P07711 292-333 limits assumed): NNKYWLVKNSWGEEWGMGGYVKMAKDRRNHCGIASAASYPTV
* hit, by the source's call; ? = inconclusive; · = not tested or not shown; & = joins results of further samples. Cut-off read from the data, not from the text of the source, unless noted: active = inhibition above about 20% (passing the limit was not always enough); inactive = the rest.

SMILES	FXIa mix inh	FXIIa inh mix	CatG inh	C1s block	DUSP1 inh	5HT1a ag	Cdc25B inh	Hsp90 inh	CatL inh
COc1ccc(C2NC3=C(CCCC3)C(C#N)(C#N)C2(C#N)C#N)cc1 (configuration not stated)	4	2	11	10	14	-3.9	2	-24	11
CCOc1ccc2[nH]c(=O)c(CN(Cc3ccc(F)cc3)C(=O)c3ccco3)cc2c1	4	5	12	7	-2	1.6	3	-7	4
Clc1ccc(Oc2nc(Oc3ccc(Cl)cc3)nc(N3CCOCC3)n2)cc1	6	0	3	-9	2	-1.2	-7	1	2
O=C(NCCOc1ccccc1)C1CCCN1C(=O)c1cccs1 (configuration not stated)	7	3	-3	-4	2	-0.7	-2	0	4
CCOC(=O)N1CCN(C(=O)c2cn(CC)c3cc(N4CCN(C)CC4)c(F)cc3c2=O)CC1	6	4	1	-31	-9	-0.5	3	-3	-34
CCC(C)NC(=O)C1CCN(S(=O)(=O)N2CCCC2)CC1 (configuration not stated)	7	4	8	-22	-6	-5.3	-10	-1	-1
Cc1ccc(-c2c(C)n([O-])c3c([n+]2=O)CCCCC3)o1	-2	6	-6	-43	4	-0.4	2	·	-1
CCn1c(SCC(=O)c2cc(OC)ccc2OC)nc2c1c(=O)n(C)c(=O)n2C	3	-11	9	12	-19	-4.4	-14	-1	12
CCN(c1ccccc1)S(=O)(=O)c1ccc(OCc2c(C)noc2C)cc1	4	14	-1	-2	6	1.0	-9	0	4
N#CCSCC(=O)Nc1ccccc1	6	9	8	9	10	-4.1	-4	-2	12

Continued; it opens with the 2 that closed the last part.
SMILES	FXIa mix inh	FXIIa inh mix	CatG inh	C1s block	DUSP1 inh	5HT1a ag	Cdc25B inh	Hsp90 inh	CatL inh
CCN(c1ccccc1)S(=O)(=O)c1ccc(OCc2c(C)noc2C)cc1	4	14	-1	-2	6	1.0	-9	0	4
N#CCSCC(=O)Nc1ccccc1	6	9	8	9	10	-4.1	-4	-2	12
COc1ccc(CSCCN)cc1Cl	34	1	15	10	-10	-1.9	1	-2	8
CCOC(=O)c1c(CC(C)C)csc1NC=O	7	0	9	17	3	-2.9	-4	-3	-7
O=C(NC1CCCC1)NS(=O)(=O)c1ccccc1Cl	-13	0	4	-28	0	1.4	-37	0	18
COc1ccc(C(=O)OCCN2C(=O)c3ccccc3C2=O)cc1OC	10	10	-1	2	5	·	-18	·	2
Cc1c(OCc2nn[nH]n2)ccc2c3c(c(=O)oc12)CCC(C)C3 (configuration not stated)	10	2	5	0	11	-1.1	2	-25	1
COc1ccc(C(=O)CSC2=C(C#N)C3(CCCCC3)C(C#N)=C(N)N2)cc1	·	·	·	·	-18	-0.9	-21	-12	-4
COc1ccc(OC)c(S(=O)(=O)N(C)CC(=O)N2CCN(c3ccccc3F)CC2)c1	4	13	13	15	-1	2.4	-3	-9	-4
COCCn1c(Cc2ccccc2)nnc1SCC(=O)Nc1cc(C)on1	1	1	-7	-5	-28	0.1	2	4	9
Cc1[nH]c2ccccc2c1C(=O)COC(=O)C1CC(=O)N(Cc2ccco2)C1 (configuration not stated)	8	9	-2	2	19	-2.4	4	-5	·
COc1cc(-c2nnc(SCC(=O)N(Cc3ccccc3)C(C)(C)C)o2)cc(OC)c1OC	11	-1	1	-32	18	2.6	-13	-4	2
CCCn1c(SCC(=O)Nc2cccc(C(=O)OCC)c2)nnc1-c1ccoc1C	2	2	10	10	8	-0.1	-11	4	7
CCn1c(CNC(=O)Cc2ccc(OC)cc2)nnc1SCC(=O)Nc1nccs1	0	7	7	3	1	-1.9	-13	-3	1
CC1CCc2ccc(F)cc2N1S(=O)(=O)c1cccs1 (configuration not stated)	8	8	7	3	3	-1.8	-10	-8	7
Cn1nnnc1SCc1ccccc1F	-1	6	3	-12	7	-0.5	0	3	-4
Cc1cc(C)c(S(=O)(=O)N(CC(=O)N2CCCC2)C2CCCCC2)c(C)c1	7	-8	-1	-16	-3	-0.8	-7	0	1
CCN(CC)S(=O)(=O)c1ccc(Cl)c(C(=O)OC)c1	7	8	2	5	3	-1.8	-9	0	-5
CCOC(=O)c1ccc(-n2ncc(C(=O)OCC)c2N)cc1	-1	-14	6	-15	-14	-5.8	-5	-1	16
O=C(NCc1ccccn1)C(F)(F)C(F)(F)C(=O)NCc1ccccn1	-6	2	9	-19	4	-0.8	-10	-2	12
COc1cccc(C2=NOC(C(=O)N3CCN(c4ccccc4)CC3)C2)c1OC (configuration not stated)	-1	3	-4	-37	-4	-1.2	-7	-3	1
COc1ccc(CCNC(=O)c2cnn3cccnc23)cc1OC	3	2	6	6	17	-1.6	-8	-10	14
CC(C)CC1(C(=O)O)NC(c2ccccc2O)C2C(=O)N(C(C)C)C(=O)C21 (configuration not stated)	6	3	-2	-4	6	-2.8	0	0	6
COC(=O)c1cccc(NC(=O)CSc2nc3cccnc3n2C)c1	-5	4	-6	-31	-6	0.6	-1	-4	31
CCOC(=O)c1ccc(N(CC(=O)NC2CCCC2)C(=O)CNC(=O)c2ccco2)cc1	-2	-17	8	6	10	-1.8	2	-2	-18
CCCC(=O)Nc1ccc(C(=O)NCCCn2ccnc2)cc1	6	4	11	15	24	-4.0	2	-1	0
Clc1cccc(OCCN2CCOCC2)c1	3	-1	4	-16	16	-1.1	-21	1	-13
O=C(CS(=O)(=O)c1c[nH]c2ccccc12)Nc1ccc2c(c1)OCCO2	-2	2	10	-2	·	-1.0	·	·	14
O=C(c1cc2nc(-c3ccc(F)cc3)cc(C(F)(F)F)n2n1)N1CCOCC1	-1	7	8	2	4	-0.3	2	-2	3
Cc1nc(C)c(C(=O)C2=C(O)C(=O)N(CCN(C)C)C2c2ccccc2)s1 (configuration not stated)	9	0	-1	-3	-8	-0.5	-1	-1	12
CCOc1ccc(NC(=O)c2nnn(CC(=O)Nc3ccccc3OCC)c2N)cc1	1	10	11	0	5	-2.4	5	3	·
COc1cc(N(C)C)c(NC(C)=O)cc1C(=O)O	0	4	12	1	-5	-1.3	-16	-2	-4
N#Cc1nc(COc2ccc(F)cc2)oc1N1CCC(Cc2ccccc2)CC1	·	·	·	·	-13	-4.0	-5	-1	·
COc1ccc(S(=O)(=O)N[C@H](C(=O)O)C(C)C)cc1	6	-6	8	8	0	0.8	-9	1	8
C[C@]12CCC(=O)C=C1CC[C@@H]1[C@@H]2C(=O)C[C@@]2(C)[C@H]1CC[C@]2(O)C(=O)CO	5	12	11	11	8	-2.6	6	0&0	5
Cc1ccc(S(=O)(=O)C2(C(=O)N3CCCCC3C)CC2)cc1 (configuration not stated)	4	9	-4	7	-1	0.2	-7	0	6
CCc1ccc(N2CC(C)Cn3c2nc2c3c(=O)n(CCN3CCOCC3)c(=O)n2C)cc1 (configuration not stated)	11	-15	0	2	27	2.4	5	-1	11
CCOc1ccc(-c2nc(-c3ccncc3)no2)cc1OCC	0	10	8	0	25	0.0	-5	-16	-9
Cc1ccc(NC(=O)Cn2c(=O)n(CCCC(=O)NCc3ccco3)c(=O)c3ccccc32)cc1	2	-16	8	10	0	-5.1	-10	-2	-3
O=C(CS(=O)(=O)Cc1ccccc1)Nc1ccccn1	-1	1	10	2	28	-1.0	-3	-12	4
CCCCn1c(CCNC(=O)CCC)nc2ccccc21	3	-6	8	13	4	0.4	-28	-1	·
Cc1cc(C)c2[nH]c(=O)c(=O)[nH]c2c1	-31	-31	-16	-206	2	-0.7	10	0	15
CC(=O)Nc1ccc(S(=O)(=O)Nc2nc3c(s2)CCCC3)cc1	5	2	6	3	2	-1.5	-11	-1	-4
CC(=O)Nc1ccc(S(=O)(=O)N(Cc2ccco2)CC2CCCO2)cc1 (configuration not stated)	-1	8	12	6	-19	-1.8	-2	-9	-8
COc1cc(/C=C/C2=NC(=O)C(C)(C)O2)ccc1O	11	1	1	1	1	-1.2	-1	·	-8
Cc1ccc(Cn2ccc(NC(=O)c3cc(CC(C)C)on3)n2)cc1	3	1	9	10	-9	0.5	-3	-3	·
Cn1c(SCC(=O)N2CCCC2)nc2ccccc2c1=O	7	4	9	8	21	0.8	2	2	1
CC(C)(C)OC(=O)NCCc1nnc(SCc2ccccc2Cl)o1	2	-13	-4	-6	4	-1.4	2	0	2
CCOC(=O)c1cnc2cc(Cl)c(OC)cc2c1NCC1CCCO1 (configuration not stated)	-7	1	5	-11	28	1.2	-13	-1	1
O=C(Cc1ccccc1)N1CCN(C(=O)c2cccs2)CC1	4	8	7	11	-23	-2.5	-8	1	7
Cn1cc(CNC(=O)Nc2ccc3c(c2)OCO3)cn1	3	3	2	0	-12	-2.3	-1	-2	7
OCCNc1nc(OCC(F)(F)F)nc(N2CCN(C34CC5CC(CC(C5)C3)C4)CC2)n1	0	19	-1	-7	-9	-3.0	-4	1	-14

(listing goes on)
SMILES	FXIa mix inh	FXIIa inh mix	CatG inh	C1s block	DUSP1 inh	5HT1a ag	Cdc25B inh	Hsp90 inh	CatL inh
COc1ccc(C(=O)Nc2c(N)nc(SCC(=O)N3CCC(C)CC3)[nH]c2=O)cc1OC	-17	-19	-4	-32	-4	-0.1	-7	-2	8
Cc1n[nH]c(C)c1S(=O)(=O)N1CCCC(C(=O)NC2CCCCC2)C1 (configuration not stated)	-3	-5	11	-6	-1	-1.0	-12	-4	13
c1ccc(NCCCNc2ccccc2)cc1	-1	7	9	-11	25	-1.9	-2	-3	8
Cc1cccc(NC(=O)Nc2ccc(C#N)cc2)n1	2	3	8	14	0	-0.6	-11	-1	6
O=C1N(c2ccccc2)C2CS(=O)(=O)CC2N1c1ccc(Cl)c(Cl)c1 (configuration not stated)	8	-2	5	2	6	0.1	6	-3	-9
CCC(Sc1ncccc1C(=O)OCCN1CCCC1=O)C(=O)NCc1ccco1 (configuration not stated)	6	2	-10	-29	25	0.9	-12	-1	-3
CCCn1nnnc1NCc1ccccc1OCc1ccc(F)cc1	5	-13	10	11	-1	-3.7	-14	-1	·
CC(=O)C1=C(C)NC(C)=C(C(C)=O)C1c1ccc(-c2ccccc2Cl)o1	-2	-9	-8	-17	-6	-0.5	-8	-1	7
COc1cccc(C(=O)NCCC2=CCCCC2)c1OC	9	-20	2	6	0	-0.3	-4	0	21
O=C(c1ccc(S(=O)(=O)Nc2ccccc2)cc1)N1CCOCC1	3	5	6	17	-17	2.3	-4	-5	25
COc1ccccc1CCC(=O)Nc1nc2ccccc2[nH]1	-27	5	-9	-156	0	-0.8	-16	1	-5
Cn1c(COc2ccccc2)nnc1SCCC(=O)Nc1ccccc1	5	10	-2	-10	9	-4.5	-6	1	9
CC1Cc2ccccc2N1C(=O)CSc1nnnn1Cc1ccccc1 (configuration not stated)	0	18	-5	1	-4	-1.8	-16	-3	13
COc1ccc2oc(=N)c(C(=O)Nc3ccccc3)cc2c1	2	5	-3	-11	-35	0.5	4	-3	11
COc1ccc(OC)c(N2C(=O)C(Cl)=C(N3CCCCC3)C2=O)c1	4	1	9	8	4	-3.4	-19	0	3
Cc1csc(NC(=O)CCc2nc3ccccc3s2)n1	8	3	-1	-9	31	13	3	-9	15
Cn1c(C(=O)N2CCCCCC2)cc2c(=O)n(C)c3ccccc3c21	-8	0	-1	7	-6	0.1	-14	-1	-6
COc1cccc2cc(-c3nnc(SCC(=O)Nc4cc(C(F)(F)F)ccc4Cl)n3N)oc12	5	1	7	13	?	2.1	-2	-2	-1
CC(NS(=O)(=O)c1ccc(Br)cc1)C(N)=O (configuration not stated)	2	1	9	10	-7	-4.0	-3	3	·

Sorted by molecular weight (descending): part of the list above
SMILES	FXIa mix inh	FXIIa inh mix	CatG inh	C1s block	DUSP1 inh	5HT1a ag	Cdc25B inh	Hsp90 inh	CatL inh
Clc1ccc(Oc2nc(Oc3ccc(Cl)cc3)nc(N3CCOCC3)n2)cc1	6	0	3	-9	2	-1.2	-7	1	2
CC(C)(C)OC(=O)NCCc1nnc(SCc2ccccc2Cl)o1	2	-13	-4	-6	4	-1.4	2	0	2
CCCn1nnnc1NCc1ccccc1OCc1ccc(F)cc1	5	-13	10	11	-1	-3.7	-14	-1	·

Screens: PubChem BioAssay, several laboratories
